# FUS yeast rescue – rescues growth of FUS-expressing yeast; S. cerevisiae FUS-expressing, growth rescue, OD600, 24 h; Potency, µM (top dose mostly 76.6 µM), for inactives: top-dose growth rescue (activation), most hits filed as activators; 0.24% of 390,000 active;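 note: plate controls were DMSO vehicle for no effect and reference control for full effect; nearly all actives have a fitted effect of over 55% in size; some results filed as inactive show a strong effect at the top dose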
#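 Galactose (2%) drives FUS expression in yeast precultured in raffinose; seeding density OD 0.005. Test compounds incubated 24hr at 30C and 99% humidity before absorbance at 600 nm was measured.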
# Abeta yeast res – A-beta toxicity reversal in yeast; yeast expressing A-beta42, growth rescue, OD600, 48 h; response scale: 0% DMSO, 100% iron-clioquinol control; Potency, µM (highest dose often 46.1 µM), inactives show top-dose growth rescue, usual class: activators; 0.063% of 410,000 active; note: nearly all actives have a fitted effect of over 55% in size
#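 Growth rescue measured by 600 nm absorbance after 48 h yeast culture at 30 C with compound. Values normalized between DMSO and an equimolar ferric chloride plus clioquinol control.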
# Active calls of the source: *; ? = inconclusive; [ ] = dose if it differs, or a comment. Calls come from the whole dose curve; as a rule, active = well fitted activation curve with a large enough effect; inconclusive = small, poorly fitted or top-dose-only effect; inactive = no such curve, though single readings can be large or run the other way. Potency is the fitted concentration of half-maximal effect.
SMILES,FUS yeast rescue,Abeta yeast res
CCOc1ccccc1NC(=O)c1c(NC(=O)COc2ccc(Cl)cc2)sc2c1CCCCC2,-17%,-7%
Cc1ccc(-n2ncc3c(N(CCO)Cc4ccccc4)ncnc32)cc1,?,28%
Cc1ccc(N(CC(=O)Nc2ccc(Br)cc2)S(=O)(=O)c2cccs2)cc1,-6%,2%
Cc1ccc(C(=O)Nc2cc(-c3cn4cccnc4n3)ccc2C)cc1C,-15%,-7%
Cc1nn(CCC(=O)N2CCN(c3ccccc3)CC2)c(C)c1S(=O)(=O)N1CCCC1,4%,-17%
Cc1c(C(=O)Nc2cc(F)ccc2F)sc2nc(-c3ccc(F)cc3)cn12,23%,-1%
CCN(CC)CCCNC(=O)C(C)n1nc(C)n2c(cc3occc32)c1=O (stereo not drawn),-1%,-7%
CCOc1ccc(NC(=O)CSc2oc(-c3ccco3)nc2S(=O)(=O)c2ccc(Cl)cc2)cc1,25%,-22%
Cc1cccc(NC(=O)CCCn2c(C)c3cnn(-c4ccccc4)c(=O)c3c2C)c1C,25%,1%
Cc1ccc(C(=O)c2oc3ccccc3c2NC(=O)C(C)Oc2ccccc2Cl)cc1 (stereo not drawn),6%,-8%
COc1ccc(-c2cc(C)no2)cc1S(=O)(=O)NCc1cccs1,-2%,-1%
Cc1cccc(CSc2nc(-c3cccs3)ccc2C#N)c1,2%,-3%
CCN1CCN(c2ncc3c(n2)CCN(Cc2cccc(F)c2F)C3)CC1,-16%,-3%
CCCN(CCC)CC(O)Cn1cc(/C=C/C(=O)c2ccc(OC)cc2)c2ccccc21 (stereo not drawn),25%,-7%
Cc1nc2cc(-c3ccccc3)nn2c(C)c1CCC(=O)N1CCN(c2ccc(F)cc2)CC1,-9%,-10%

# Whole records from above. Values in the order: FUS yeast rescue, Abeta yeast res
# CCN(CC)CCCNC(=O)C(C)n1nc(C)n2c(cc3occc32)c1=O (stereo not drawn) across the screens: -1%, -7%
# CCCN(CCC)CC(O)Cn1cc(/C=C/C(=O)c2ccc(OC)cc2)c2ccccc21 (stereo not drawn) across the screens: 25%, -7%

# (more compounds)
SMILES,FUS yeast rescue,Abeta yeast res
COc1ccc(-n2nnc(-c3nsc(NC(=O)c4ccc(C)c(C)c4)n3)c2C)cc1Cl,14%,-18%
CCN(CC)c1ccc(C2Nc3ccccc3-c3cc(C)nn32)cc1 (stereo not drawn),11%,20%
CCOC(=O)c1c(C)[nH]c(CCC(=O)Nc2ccc(OC)c(OC)c2)c1C,12%,-1%
COc1ccc(OC)c2sc(N3CCN(C(=O)C(C)(C)C)CC3)nc12,38%,-3%
O=C(C1CCN(S(=O)(=O)c2cccc3nonc23)CC1)N1CCN(c2ccc(F)cc2)CC1,18%,-10%
COc1ccc(NC(=O)c2cccn2-c2nnc(N3CCCCC3)s2)c(OC)c1,20%,5%
CCOc1ccc(-c2cc3nc(C4CCN(C(=O)OC(C)(C)C)CC4)c(C(=O)Nc4ccc(C(=O)OC)cc4)cn3n2)cc1,-6%,-16%
COc1ccc(CNC(=O)c2ccc(CSc3nc4ccncc4n3Cc3ccccc3F)cc2)cc1,21%,-12%
COc1cccc2cc(-c3nc(Cl)c4c5c(sc4n3)CC(C)CC5)c(=O)oc12 (stereo not drawn),-6%,-5%
CCc1ccc(NC(=O)CSC2=Nc3ccccc3C3=NC(CCC(=O)NCc4ccco4)C(=O)N23)cc1 (stereo not drawn),6%,6%
Cc1cccc(CNC(=O)c2cnc3sc(N4CCCCC4)nn3c2=O)c1,-13%,-17%
COc1ccc2c(c1)c1c(c(=O)n(Cc3ccccc3)c(=O)n1Cc1ccccc1Cl)n2C,18%,-4%
COCCn1c(SCC(=O)c2ccccc2)nc2cc(C(=O)NC3CCCC3)ccc2c1=O,7%,-5%
Cc1cccc(N2CCN(C(=O)c3cnn(-c4ccc(F)cc4F)c3C3CCN(C(=O)OC(C)(C)C)CC3)CC2)c1C,48%,-4%
CCn1c(C(=O)N2CCCC(C(=O)N3CCN(c4cc(C)ccc4C)CC3)C2)cc2sccc21 (stereo not drawn),1%,-16%
Cc1ccccc1CNCc1c(C(=O)O)c(C)n(Cc2ccc(F)cc2Cl)c1C,7%,-4%
Fc1ccc(-c2cc(C(F)(F)F)nc(NCc3ccccc3)n2)cc1,-2%,-15%
Cc1ccc(NC(=O)C2CCC(CNS(=O)(=O)c3ccc4c(c3)C(C)(C)C(=O)N4C)CC2)cc1 (stereo not drawn),-5%,-11%
CC(=O)c1ccc(NC(=O)c2nc(-c3ccccc3)n(-c3ccc(C)cc3)n2)cc1,?,-36%[inhibitor]
CCc1ccccc1NC(=O)Cn1ccn(-c2cc(C)cc(C)c2)c(=O)c1=O,5%,-9%
CCCN(CCC)CCNC(=O)C1CCCN(S(=O)(=O)c2cccc3nsnc23)C1 (stereo not drawn),-19%,-1%
COc1ccc(C)cc1NC(=O)C(Cc1ccccc1)NS(=O)(=O)c1ccc(Br)s1 (stereo not drawn),22%,-8%
Cc1cccc(C(=O)NC(=O)Nc2ccc(-c3cc(C(F)(F)F)nn3-c3ccccc3)cc2)c1,-10%,-12%
O=C(Cn1c(=O)oc2cc(S(=O)(=O)N3CCCCCC3)ccc21)Nc1cccc(C(F)(F)F)c1,-2%,-9%
COc1ccc(C2C(=O)N(C3CCCCCC3)CC(=O)N2Cc2ccc(C)cc2)cc1OC (stereo not drawn),42%,8%
CCOC(=O)c1ccc(NC(=O)c2nc(SC(C)C)ncc2Cl)cc1,?,4%
COc1cccc(NC(=O)c2cn(C3CCCCC3)c(=O)c3c2c2ccccc2n3C)c1,25%,2%
COc1ccc(-c2noc(-c3ccc(NCCc4ccccc4)c([N+](=O)[O-])c3)n2)cc1OC,-14%,-3%
COc1ccc(CCNC(=O)c2ccc3c(Cl)c4c(nc3c2)CCCC4)c(OC)c1,37%,-14%
COc1ccc(CCNC(=O)C2CCN(c3nc4ccccc4nc3C(F)(F)F)CC2)cc1OC,6%,-11%
COc1ccccc1C(=O)Nc1nc(-c2ccc(Br)cc2)ns1,12%,-4%
COc1ccc(-c2nc3scc(CCNC(=O)c4cccc(Br)c4)n3n2)cc1,?,-6%
CCCCc1nn2c(=O)cc(COC(=O)c3cccc(Cl)c3)nc2s1,0%,-16%
COc1ccc(NC(=O)C2CCCN(c3ncnc4c3nc3n4CCCCC3)C2)c(OC)c1 (stereo not drawn),18%,-8%
Cc1ccc(S(=O)(=O)CC(=O)Nc2nc3c(C)cccc3s2)cc1,18%,12%
CC(C)OCCCNC(=O)c1ccc(-n2c(-c3ccccc3)cc3c2CCCC3)cc1,?,-17%
O=C(CC1(O)C(=O)N(CCc2ccccc2)c2ccc(Br)cc21)c1ccc(F)cc1 (stereo not drawn),?,?
O=C(c1ccc(Cl)cc1)N1CCCCC1CCN1CCOCC1 (stereo not drawn),0%,-12%
COc1cc(Cl)ccc1OC(=O)c1cn(-c2ccccc2OC)c(=O)c2ccccc12,-23%,-4%
COc1ccc(S(=O)(=O)NCC(c2cccs2)S(=O)(=O)c2ccccc2)cc1OC (stereo not drawn),19%,3%
COc1ccc(C(=O)Nc2ccc(-c3nc4ccccc4s3)cc2C)cc1Cl,3%,-3%
O=C(/C=C\c1ccccc1)NC1CC(=O)N(c2ccccc2)C1 (stereo not drawn),9%,-31%
CCC(=O)Nc1cc(-c2nc3cc(C)cc(C)c3o2)ccc1C,-6%,-14%
CSc1ccc(CCNC(=O)C(C)n2nc(C)c3sc4ccccc4c3c2=O)cc1 (stereo not drawn),-10%,-8%
Fc1ccc(-c2noc3ncnc(Nc4ccc(F)cc4F)c23)cc1,-2%,-26%
CCc1ccc(NC(=O)Cn2nnc(C(=O)NCCc3ccccc3)c2N)cc1,-24%,-1%
Cc1ccc(S(=O)(=O)N2CCc3cc(C(=O)Nc4ccc(Cl)cc4C)ccc32)cc1,-4%,2%
COCCNC(=O)CSc1nc(-c2ccc(C)cc2)[nH]c1-c1ccc(OC)cc1,-21%,-11%
Cc1c(C(=O)NCCc2ccc(Cl)cc2)cccc1-n1cnc2cccnc21,12%,-1%
CC(C)CCn1nnc2sc(-c3ccccc3)cc2c1=O,9%,-4%
O=C(CSc1ncc2c(n1)-c1ccccc1N(Cc1ccccc1)S2(=O)=O)Nc1ccccc1,-1%,-5%
Cc1cc(=O)n(Cc2ccc(F)cc2Cl)c2c1c(C)nn2-c1ccccc1,-28%,2%
CCc1ccc(CN2C(=O)c3ccccc3C2C(=O)NC2CCCCCC2)cc1 (stereo not drawn),-14%,9%
Cc1cccc(NS(=O)(=O)c2c(C)nc3sccn3c2=O)c1C,-11%,-18%
CCOc1ccc(C2c3c(oc4ccc(C)cc4c3=O)C(=O)N2CCCN(C)C)cc1OC (stereo not drawn),?,-17%
O=C(C1CCCN(S(=O)(=O)c2cccc3nonc23)C1)N1CCN(c2ccccc2F)CC1 (stereo not drawn),-19%,-12%
Cc1ccc(CNC(=O)Cn2ccn(-c3ccc(F)c(F)c3)c(=O)c2=O)cc1,-4%,-31%[inhibitor]
CC(C)(C)OC(=O)N1CCC(c2c(C(=O)NCCN3CCc4ccccc4C3)cnn2-c2ccc(F)cc2F)CC1,30%,-5%
CCC(C(=O)Nc1cc(C)ccc1OC)n1nnc(C(=O)OC)c1C(=O)OC (stereo not drawn),1%,-6%
COc1ccc(-c2nc3c(C#N)c[nH]n3c2NC2CCCCC2)cc1,17%,-20%

# New compounds follow:
SMILES,FUS yeast rescue,Abeta yeast res
O=C(NCC(c1ccc(Cl)cc1)N1CCCCC1)c1ccc(F)cc1 (stereo not drawn),22%,16%
Cc1ccc(N2CC(NC(=O)CCc3ccccc3)CC2=O)cc1 (stereo not drawn),-8%,17%
CCOC(=O)C(C)Sc1nnc2cc(C)c3ccccc3n12 (stereo not drawn),10%,-7%
O=C(c1cc2ccccc2oc1=O)N1CCN(c2ccc(Cl)cc2)CC1,33%,-6%
COc1ccc(Cn2c(C(=O)O)c(CNCc3ccccc3F)c3ccc(OC)cc32)cc1,22%,-3%
CCc1ccccc1NC(=O)Cn1nnc(C(=O)Nc2ccc(OC)c(OC)c2)c1N,-4%,-6%
CCOC(=O)c1ccc(NC(=O)c2cnn(-c3ccc(C)cc3C)c2C2CCN(C(=O)OC(C)(C)C)CC2)cc1,-1%,4%
Cc1ccc(-c2nc(Cn3c(=O)cc(-c4ccccc4)c4c(C)nn(C)c43)c(C)o2)cc1,-17%,-20%
CCOc1ccc(C(=O)Nc2ccc3oc(-c4ccc(Br)cc4)nc3c2)cc1,3%,-2%
Cc1cccc(Cn2c(SCc3ccc(C(=O)NCc4ccccc4)cc3)nc3cccnc32)c1,23%,4%
Cc1ccc(NC(=O)N2CCc3c(sc4c3CCCC4)C2c2ccccc2)cc1F (stereo not drawn),4%,-3%
COc1cccc(N2CCN(C(=O)c3cnn(-c4ccccc4Cl)c3C3CCN(C(=O)OC(C)(C)C)CC3)CC2)c1,28%,6%
COc1ccc(-c2cc(C(=O)Nc3cccc(O)c3)on2)cc1OC,-16%,4%
Cc1ccc(NC(=O)Cn2cc(S(=O)(=O)c3ccc(F)cc3)c(=O)c3cc4c(cc32)OCO4)cc1,-9%,1%
Cc1cccc2c(=O)cc(CSc3ccccc3NC(=O)c3cccc(Cl)c3)[nH]c12,-12%,-16%
Cn1c(=O)c2c(-c3cccc(Br)c3)n(C(C)(C)CO)cc2n(C)c1=O,-22%,-8%
COc1cccc(C(=O)Nc2cccc(-c3cn4ccsc4n3)c2)c1OC,16%,4%

# Structures above that have an aryl thioether with sulfur outside any ring, in the order listed:
SMILES,FUS yeast rescue,Abeta yeast res
CCOc1ccc(NC(=O)CSc2oc(-c3ccco3)nc2S(=O)(=O)c2ccc(Cl)cc2)cc1,25%,-22%
Cc1cccc(CSc2nc(-c3cccs3)ccc2C#N)c1,2%,-3%
COc1ccc(CNC(=O)c2ccc(CSc3nc4ccncc4n3Cc3ccccc3F)cc2)cc1,21%,-12%
COCCn1c(SCC(=O)c2ccccc2)nc2cc(C(=O)NC3CCCC3)ccc2c1=O,7%,-5%
CCOC(=O)c1ccc(NC(=O)c2nc(SC(C)C)ncc2Cl)cc1,?,4%
CSc1ccc(CCNC(=O)C(C)n2nc(C)c3sc4ccccc4c3c2=O)cc1 (stereo not drawn),-10%,-8%
COCCNC(=O)CSc1nc(-c2ccc(C)cc2)[nH]c1-c1ccc(OC)cc1,-21%,-11%
O=C(CSc1ncc2c(n1)-c1ccccc1N(Cc1ccccc1)S2(=O)=O)Nc1ccccc1,-1%,-5%
CCOC(=O)C(C)Sc1nnc2cc(C)c3ccccc3n12 (stereo not drawn),10%,-7%
Cc1cccc(Cn2c(SCc3ccc(C(=O)NCc4ccccc4)cc3)nc3cccnc32)c1,23%,4%
Cc1cccc2c(=O)cc(CSc3ccccc3NC(=O)c3cccc(Cl)c3)[nH]c12,-12%,-16%

# Screens from PubChem BioAssay.

# A portion of the library; rates above refer to the full screens.
